Assay outcomes: PubChem BioAssay, several laboratories
TROY signal inh – blocks TROY-dependent signaling in reporter cells. inhibition, % at 10 µM. AID 1347056. Q293 LMP1-TROYcd NF-kB luciferase reporter, 4 h. hit rate 0.98% among 360,000;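 active means compounds whose plate-normalised and pattern-corrected inhibition of the luciferase reporter signal at the single screening dose is 50% or more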
TRAIL sens C8 – caspase-8 TRAIL sensitization | NB7+C8 cells + TRAIL, ATPlite viability luminescence | inhibition (viability loss, TRAIL sensitization), % at 10 µM | hit rate 1% among 360,000;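 active means compounds causing at least 50% loss of cell viability in the single-dose screen, relative to plate controls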
CF NFkB inh – inhibitors of cystic fibrosis induced NF-kB. AID 588850. inhibition, % at 5 µM. hit rate 0.86% among 360,000. KKLEB NF-kB-GFP reporter, PAF-induced, GFP fluorescence overnight;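 active means at least 50% inhibition at 5 µM, scaled per plate between neutral and stimulator controls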;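 further: PAF is a Pseudomonas aeruginosa culture filtrate used as stimulus; plate controls were PAF-stimulated DMSO wells for no effect and unstimulated DMSO wells for full effect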
KKLEB tox – counter-screen for CF NF-kB inhibitors: cytotoxicity. hit rate 0.36% among 360,000. KKLEB CF airway cells viability, ATPlite luminescence, overnight; hits give low values; cells stimulated with P. aeruginosa culture filtrate. activity change (cytotoxicity), % at 5 µM. AID 602141;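 active means corrected activity change at or below -50% at 5 µM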
MITF TRPM1 inh – inhibitors of MITF-driven TRPM1 promoter in melanoma cells; SK-MEL-5 TRPM1 promoter luciferase, 24 h; inhibition, % at 12.5 µM; hit rate 0.83% among 330,000;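 active means mean inhibition across replicates of 60% or more, whatever share of single replicates reaches that level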; further: values of inactives mirror those of a sister screen read the other way
NR2E3 ag-1 – activates human NR2E3 receptor; Q9Y5X4; CHO-S Gal4-NCOR/VP16-NR2E3 two-hybrid, luciferase; inhibition of corepressor binding, % at 3.98 µM; hit rate 0.35% among 360,000; AID 602229;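 active means inhibition above the mean of all tested compounds plus 3 SD, cut at about 70% in these data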;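 further: 0% = DMSO with NR2E3 transfected cells and 100% = cells lacking NR2E3 construct; higher means lower luciferase signal from less NR2E3 corepressor binding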
Target sequence (Q9Y5X4 whole entry, looked up, the tested form may be a part): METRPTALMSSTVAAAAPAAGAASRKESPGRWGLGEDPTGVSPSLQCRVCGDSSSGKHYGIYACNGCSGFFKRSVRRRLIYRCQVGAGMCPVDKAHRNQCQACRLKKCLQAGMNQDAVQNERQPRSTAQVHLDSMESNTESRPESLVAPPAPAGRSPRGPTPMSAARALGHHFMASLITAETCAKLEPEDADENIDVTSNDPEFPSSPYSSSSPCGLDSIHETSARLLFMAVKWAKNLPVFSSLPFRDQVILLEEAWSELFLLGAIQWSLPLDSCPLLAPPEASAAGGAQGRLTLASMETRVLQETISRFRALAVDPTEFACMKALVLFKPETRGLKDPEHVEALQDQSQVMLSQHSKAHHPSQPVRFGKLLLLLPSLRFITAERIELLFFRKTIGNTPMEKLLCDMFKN
TWEAK Fn14 block – TWEAK-Fn14 signaling inhibition; TWEAK-stimulated Fn14 reporter cells, luciferase luminescence, 8 h; inhibition, % at 10 µM; hit rate 2% among 360,000; AID 1159606; in the data active means inhibition above about 50%
HIF-2a inh – inhibitors of HIF-2a. inhibition, % at 18.8 µM. 786-0 RCC cells HIF-2a reporter, luciferase luminescence, overnight. AID 624352. hit rate 0.72% among 360,000;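 active means inhibition of the luminescence signal of 40% or more relative to plate controls, in a single-dose primary screen at 18.75 µM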
Shn3 inh set2 – reduces Shn3 3'UTR luciferase signal in osteoblasts; Clone20 osteoblast Shn3 3'UTR firefly luciferase, 24 h; inhibition, % at 12.5 µM; hit rate 0.52% among 360,000;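 active means mean inhibition of at least 75% with every replicate also reaching 75%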;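 further: 0% = median of neutral control wells and 100% = pilot-screen positive control compound; some compounds past the cut are filed as inactive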
NR2E3 ag-2 – agonists of human nuclear receptor NR2E3; GST-NR2E3/biotin-RetCOR TR-FRET, 1536-well; inhibition of corepressor binding, % at 4.78 µM; hit rate 0.12% among 320,000; AID 2300;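 active means percent inhibition above the cutoff of mean plus 3 SD of all tested compounds, set per screening campaign, cut at about 20% in these data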;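 further: 0% = DMSO wells and 100% = biotin wells as full block of FRET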
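Material: NR2E3–RetCOR corepressor complex / Amount: 1.35 nM GST-NR2E3 / Medium: Tris pH 7.5 / Compound: single nominal compound dose of 4.8 µM / Incubation: 5 h at 4 °C / Technique: TR-FRET, Eu(K)-anti-GST donor, streptavidin-D2 acceptor, ex 340, em 617/671 nm / Read-out basis: percent loss of FRET ratio relative to control wells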
Peg3 prom inh – inhibitors of Peg3 promoter; inhibition, % at 20 µM; hit rate 1.7% among 360,000; HeLa PEG-Prom luciferase reporter, luminescence, overnight;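 active means inhibition of at least 50% at 20 µM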
Numbers without * were called inactive. An excerpt, so the mix of outcomes need not match the whole.

Screening CS(=O)(=O)Nc1nnc(C2CCCC2)s1 returned TROY signal inh 5.5, TRAIL sens C8 0.7, CF NFkB inh -1.5, KKLEB tox 1.4, MITF TRPM1 inh -13.5, NR2E3 ag-1 -2.8, TWEAK Fn14 block -12.9, HIF-2a inh -12.6, Shn3 inh set2 -16.9, NR2E3 ag-2 3.4 and Peg3 prom inh 0.9.
O=C(CSc1nc2ccccc2c(=O)[nH]1)N1CCN(c2ccccc2F)CC1 was read as TROY signal inh -3.4, TRAIL sens C8 -5.3, CF NFkB inh 1.2, KKLEB tox 11.3, MITF TRPM1 inh -1.3, NR2E3 ag-1 -2.3, TWEAK Fn14 block -18.4, HIF-2a inh 8.3, Shn3 inh set2 -12.2, NR2E3 ag-2 -0.4 and Peg3 prom inh 24.9.
`CC1(C(=O)Nc2cccc(NS(C)(=O)=O)c2)Cc2c(-c3cccc(C(N)=O)c3)ccnc2O1` (stereo unspecified) gave TROY signal inh -9.1, TRAIL sens C8 -1.7, CF NFkB inh 8.2, KKLEB tox 2.3, NR2E3 ag-1 -57.3, TWEAK Fn14 block -11.1, HIF-2a inh 15.8, Shn3 inh set2 -4.1 and Peg3 prom inh -13.4.
For COCCN(C(=O)COC(=O)c1c(C)nn(-c2ccccc2)c1C)c1c(N)n(Cc2ccccc2)c(=O)[nH]c1=O the results were TROY signal inh 7.5, TRAIL sens C8 10.0, CF NFkB inh 3.4, KKLEB tox -6.5, NR2E3 ag-1 -29.4, TWEAK Fn14 block -6.7, HIF-2a inh 20.8, Shn3 inh set2 -17.2 and Peg3 prom inh 14.4.
Screening O=C(CSc1ccc2c(c1)OCCO2)Nc1ccc(Cl)cn1 returned TROY signal inh -27.0, TRAIL sens C8 -14.7, CF NFkB inh 41.1, KKLEB tox -0.1, MITF TRPM1 inh 0.6, NR2E3 ag-1 -34.2, TWEAK Fn14 block -6.5, HIF-2a inh -11.8, Shn3 inh set2 -19.2, NR2E3 ag-2 -0.9 and Peg3 prom inh -22.8.
`O=C(CN1CCN(Cc2cccc(C(F)(F)F)c2)CC1)NCC(=O)Nc1ccc(F)c(F)c1F` gave TROY signal inh 7.7, TRAIL sens C8 9.7, CF NFkB inh 23.9, KKLEB tox -2.5, MITF TRPM1 inh 10.2, NR2E3 ag-1 7.1, TWEAK Fn14 block -6.4, HIF-2a inh 1.6, Shn3 inh set2 2.9 and Peg3 prom inh -3.8.
`CCOc1cccc(-c2nnc(SCC(=O)NC3CC3)n2C)c1` gave TROY signal inh -16.5, TRAIL sens C8 -6.0, CF NFkB inh -1.8, KKLEB tox -3.7, MITF TRPM1 inh 1.2, NR2E3 ag-1 3.9, TWEAK Fn14 block 4.3, HIF-2a inh 21.9, Shn3 inh set2 -1.3, NR2E3 ag-2 -0.7 and Peg3 prom inh 26.1.
For Cc1ccc(SCCNS(=O)(=O)c2ccc3c(c2)OCCO3)cc1 the results were TROY signal inh -1.7, TRAIL sens C8 -11.5, CF NFkB inh -7.0, KKLEB tox 2.4, MITF TRPM1 inh 7.7, NR2E3 ag-1 -7.3, TWEAK Fn14 block 6.3, HIF-2a inh 1.1, Shn3 inh set2 -16.0, NR2E3 ag-2 -1.6 and Peg3 prom inh 19.3.
COc1cc2c(cc1NC(=O)COC(=O)/C=C/c1ccc([N+](=O)[O-])cc1)oc1ccccc12 was read as TROY signal inh -28.5, TRAIL sens C8 16.1, CF NFkB inh -8.4, KKLEB tox 4.2, MITF TRPM1 inh -7.1, NR2E3 ag-1 -9.2, TWEAK Fn14 block 1.6, HIF-2a inh -40.6, Shn3 inh set2 -81.6, NR2E3 ag-2 1.3 and Peg3 prom inh -23.5.
Screening COC(=O)c1ccc2c(c1O)C(=O)c1ccccc1C2=O returned TROY signal inh -24.2, TRAIL sens C8 37.5, CF NFkB inh 46.5, KKLEB tox 11.3, MITF TRPM1 inh 97.1*, NR2E3 ag-1 -48.1, TWEAK Fn14 block -42.2, HIF-2a inh -152.8, Shn3 inh set2 -21.6, NR2E3 ag-2 3.5 and Peg3 prom inh -133.6.
`CCCCCCCCC(=O)c1c(OC)oc(C=O)cc1=O` gave TROY signal inh -17.9, TRAIL sens C8 -5.4, CF NFkB inh 7.8, KKLEB tox -8.3, NR2E3 ag-1 -25.8, TWEAK Fn14 block 2.4, HIF-2a inh 0.8, Shn3 inh set2 2.7 and Peg3 prom inh 5.5.
Screening COCc1nnc(NS(=O)(=O)c2ccc(OC)cc2)s1 returned TROY signal inh 6.1, TRAIL sens C8 -1.8, CF NFkB inh -10.3, KKLEB tox -24.9, MITF TRPM1 inh 10.9, NR2E3 ag-1 4.5, TWEAK Fn14 block 15.6, HIF-2a inh 9.2, Shn3 inh set2 -3.2 and Peg3 prom inh 11.1.
CCN(C[C@H]1N[C@@](C)(C(=O)OC)[C@H]2C(=O)N(Cc3ccccc3)C(=O)[C@@H]12)C(=O)Nc1ccc(C)cc1 was read as TROY signal inh -33.5, TRAIL sens C8 -6.9, CF NFkB inh 5.2, KKLEB tox 6.1, MITF TRPM1 inh -19.9, NR2E3 ag-1 -5.0, TWEAK Fn14 block -16.7, HIF-2a inh 1.0, Shn3 inh set2 -4.7 and Peg3 prom inh 2.2.
For O=C(Cc1csc(-c2ccccc2)n1)NCC(=O)Nc1ccc(F)c(F)c1F the results were TROY signal inh 4.9, TRAIL sens C8 -7.8, CF NFkB inh -7.5, KKLEB tox 11.0, MITF TRPM1 inh 8.1, NR2E3 ag-1 3.0, TWEAK Fn14 block -11.8, HIF-2a inh 22.3, Shn3 inh set2 14.1 and Peg3 prom inh 10.3.
`COCCNC(=S)N1CCC(NC(=O)c2ccco2)CC1` gave TROY signal inh -28.8, TRAIL sens C8 9.5, CF NFkB inh -1.5, KKLEB tox -4.1, MITF TRPM1 inh 1.3, NR2E3 ag-1 -1.4, TWEAK Fn14 block 15.3, HIF-2a inh 9.7, Shn3 inh set2 10.3, NR2E3 ag-2 1.1 and Peg3 prom inh 7.7.
For COC(=O)CSc1nc(C)c(Oc2ccccc2)c(=O)[nH]1 the results were TROY signal inh 11.6, TRAIL sens C8 -1.5, CF NFkB inh 13.0, KKLEB tox 0.7, MITF TRPM1 inh -7.9, NR2E3 ag-1 9.5, TWEAK Fn14 block -6.1, HIF-2a inh 17.3, Shn3 inh set2 9.2, NR2E3 ag-2 4.4 and Peg3 prom inh 9.9.
`CN(c1ccccc1)S(=O)(=O)c1cccc(C(=O)Nc2cccc(C(=O)NC3CC3)c2)c1` gave TROY signal inh 24.8, TRAIL sens C8 1.5, CF NFkB inh -12.8, KKLEB tox 2.2, MITF TRPM1 inh 5.1, NR2E3 ag-1 11.9, TWEAK Fn14 block 5.2, HIF-2a inh 15.9, Shn3 inh set2 6.9 and Peg3 prom inh 19.9.
For COc1cc(S(=O)(=O)Nc2ccccc2C)ccc1NC(=O)c1ccncc1 the results were TROY signal inh -10.1, TRAIL sens C8 -4.2, CF NFkB inh 11.7, KKLEB tox -10.1, MITF TRPM1 inh -6.8, NR2E3 ag-1 -21.9, TWEAK Fn14 block 1.0, HIF-2a inh 18.5, Shn3 inh set2 16.4, NR2E3 ag-2 -0.8 and Peg3 prom inh 22.2.
COc1ccc(Cn2c(=S)[nH]c3cc(C(=O)NCc4cccnc4)ccc3c2=O)cc1 was read as TROY signal inh -41.5, TRAIL sens C8 -4.9, CF NFkB inh -19.6, KKLEB tox 0.3, MITF TRPM1 inh -4.4, NR2E3 ag-1 -38.2, TWEAK Fn14 block 17.6, HIF-2a inh -1.4, Shn3 inh set2 -8.5, NR2E3 ag-2 -1.9 and Peg3 prom inh -3.8.
Screening COc1ccc2nc(NC(=O)CSCc3c(C)noc3C)sc2c1 returned TROY signal inh -36.5, TRAIL sens C8 -14.3, CF NFkB inh -20.2, KKLEB tox 3.2, MITF TRPM1 inh -17.7, NR2E3 ag-1 -16.3, TWEAK Fn14 block -2.7, HIF-2a inh -89.2, Shn3 inh set2 5.0, NR2E3 ag-2 -1.4 and Peg3 prom inh -65.8.
For O=C(O)c1ccccc1/C=N/NC(=O)C1CCCC1 the results were TROY signal inh -8.3, TRAIL sens C8 6.7, CF NFkB inh -12.0, KKLEB tox 6.6, MITF TRPM1 inh -9.4, NR2E3 ag-1 -16.3, TWEAK Fn14 block 20.6, HIF-2a inh 7.9, Shn3 inh set2 2.0 and Peg3 prom inh 17.3.
Screening COCCCNc1nc2c(-c3ccc(C)cc3)nnn2c2ccccc12 returned TROY signal inh -91.5, TRAIL sens C8 -22.6, CF NFkB inh -11.7, KKLEB tox 10.3, MITF TRPM1 inh -20.4, NR2E3 ag-1 -90.2, TWEAK Fn14 block -48.5, HIF-2a inh -167.8, Shn3 inh set2 -51.6, NR2E3 ag-2 4.3 and Peg3 prom inh -136.8.
Screening O=S1(=O)CC(N2CCSCC2)CN1Cc1cn(Cc2ccc(C(F)(F)F)cc2)nn1 (stereo unspecified) returned TROY signal inh 2.0, TRAIL sens C8 -0.1, NR2E3 ag-1 -13.2, TWEAK Fn14 block 14.7 and HIF-2a inh 2.4.
Screening Cc1ccc(NC(=O)CN(C)C(=O)c2ccc(Cl)nc2)cc1 returned TROY signal inh -11.2, TRAIL sens C8 -9.0, CF NFkB inh -2.6, KKLEB tox 3.8, MITF TRPM1 inh 9.6, NR2E3 ag-1 -17.5, TWEAK Fn14 block 8.8, HIF-2a inh 17.1, Shn3 inh set2 16.4, NR2E3 ag-2 -0.1 and Peg3 prom inh -1.2.
O=c1ccc2cc(O)c(O)cc2o1 was read as TROY signal inh -25.6, TRAIL sens C8 2.4, CF NFkB inh 4.3, KKLEB tox 6.2, MITF TRPM1 inh -22.8, NR2E3 ag-1 -14.6, TWEAK Fn14 block 0.8, HIF-2a inh -3.2, Shn3 inh set2 2.5, NR2E3 ag-2 -0.5 and Peg3 prom inh -10.7.
Screening CSc1nsc(/C=C/Nc2ccc(C)cc2)c1C#N returned TROY signal inh -21.2, TRAIL sens C8 -6.7, CF NFkB inh -10.7, KKLEB tox 2.9, MITF TRPM1 inh -8.9, NR2E3 ag-1 -24.6, TWEAK Fn14 block -10.9, HIF-2a inh -138.3, Shn3 inh set2 -34.1, NR2E3 ag-2 1.0 and Peg3 prom inh -192.3.
Screening CC1=C(C(=O)OC(C)C)C(c2cccs2)NC(=S)N1 (stereo unspecified) returned TROY signal inh 9.0, TRAIL sens C8 -4.6, CF NFkB inh -13.0, KKLEB tox 4.8, MITF TRPM1 inh -5.9, NR2E3 ag-1 3.6, TWEAK Fn14 block 15.3, HIF-2a inh 11.2, Shn3 inh set2 -7.0, NR2E3 ag-2 5.5 and Peg3 prom inh 7.8.
